LMP1 NFkB inh = reduces LMP1-driven NF-kappaB luciferase signal; LMP1-induced NF-kappaB luciferase reporter cells, luminescence; inhibition, % at 12.5 µM; hit rate 0.69% among 350,000; AID 504558; in the data active means inhibition above about 41%;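 further: 0% = neutral control wells and 100% = reference inhibitor control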
NOD2 RIPK2 PPI = blocks binding of human NOD2 to RIPK2; O43353; CHO BLA complementation NOD2-RIPK2, CCF4 ratio; inhibition, % at 4.98 µM; hit rate 0.38% among 360,000; in the data active means inhibition above about 21%;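 further: 0% = vehicle only and 100% = reference blocker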
NCOA3 inh = human NCOA3 inhibition. Q9Y6Q9. HEK293 GAL4-SRC3 luciferase reporter, luminescence. hit rate 0.17% among 360,000. inhibition, % at 3.6 µM;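 active means inhibition above a per-campaign cutoff, the mean of all compounds plus 3 SD, cut at about 60% in these data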;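 further: 0% = DMSO-treated cells and 100% = gossypol-treated cells at 36 µM; higher means less SRC3-driven luciferase light from the GAL4 reporter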
TROY NFkB inh = inhibitors of TROY-dependent NF-kB signaling; Q293 LMP1-TROYcd NF-kB luciferase reporter, 4 h; hit rate 0.98% among 360,000; inhibition, % at 10 µM; AID 1347056;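 active means compounds whose plate-normalised and pattern-corrected inhibition of the luciferase reporter signal at the single screening dose is 50% or more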
TRAIL sens C8 = caspase-8 TRAIL sensitization; AID 624354; inhibition (viability loss, TRAIL sensitization), % at 10 µM; hit rate 1% among 360,000; NB7+C8 cells + TRAIL, ATPlite viability luminescence;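 active means compounds causing at least 50% loss of cell viability in the single-dose screen, relative to plate controls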
SRC2 inh = inhibits human steroid receptor coactivator 2 | hit rate 0.17% among 370,000 | HEK293 GAL4-SRC2 luciferase reporter, luminescence | inhibition, % at 9 µM;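 active means inhibition above the mean inhibition of all tested compounds plus 3 SD, set per campaign, cut at about 52% in these data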;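 further: 0% = DMSO treated cells and 100% = cells given Gossypol at 36 µM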
COUP-TFII inh = NR2F2 (human) inhibition, primary screen | AID 686940 | inhibition, % at 8.6 µM | HEK293T NGFI-A luciferase reporter, luminescence | hit rate 0.7% among 370,000;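 active means inhibition above a per-plate cutoff, mean inhibition of test wells between control levels plus 3 SD, cut at about 38% in these data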;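 further: cells cotransfected with COUP-TFII expression vector driving the NGFI-A reporter; 0% = median of COUP-TF2 test wells and 100% = reporter-only cells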
Target sequence (P24468 whole entry, looked up): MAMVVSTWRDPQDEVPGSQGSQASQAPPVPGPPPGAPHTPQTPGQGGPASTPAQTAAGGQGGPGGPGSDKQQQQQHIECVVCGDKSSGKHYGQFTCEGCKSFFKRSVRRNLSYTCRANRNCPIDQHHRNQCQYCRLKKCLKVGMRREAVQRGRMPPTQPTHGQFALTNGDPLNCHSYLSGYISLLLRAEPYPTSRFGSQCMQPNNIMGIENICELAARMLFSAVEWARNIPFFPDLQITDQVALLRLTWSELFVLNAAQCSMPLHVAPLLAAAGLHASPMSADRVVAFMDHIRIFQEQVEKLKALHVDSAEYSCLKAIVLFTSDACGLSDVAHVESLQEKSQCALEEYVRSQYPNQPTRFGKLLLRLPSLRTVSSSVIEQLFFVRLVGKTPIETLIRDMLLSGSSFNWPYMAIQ
TLR9-MyD88 block = inhibitors of human TLR9-MyD88 binding; hit rate 0.21% among 340,000; inhibition, % at 4.98 µM; CHO BLA complementation TLR9-MyD88, CCF4 FRET ratio; Q9NR96+Q99836;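 active means inhibition above the mean over all tested compounds plus 3 SD, cut at about 21% in these data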;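 further: 0% = DMSO only wells and 100% = clavulanate BLA inhibitor control wells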
SRC1 inh = human NCOA1 inhibition; HEK293 GAL4-SRC1 luciferase reporter, luminescence; inhibition, % at 3.6 µM; hit rate 0.12% among 360,000; AID 588354;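 active means inhibition above the campaign mean plus 3 SD, with each screening campaign given its own cutoff, cut at about 60% in these data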;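 further: 0% = DMSO treated cells and 100% = gossypol at 36 µM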
TWEAK Fn14 block = blocks TWEAK-Fn14 interaction in a reporter cell assay. TWEAK-stimulated Fn14 reporter cells, luciferase luminescence, 8 h. hit rate 2% among 360,000. inhibition, % at 10 µM; in the data active means inhibition above about 50%
NR5A2 inv ag = NR5A2 inverse agonism in reporter assay; O00482; HEK293T StAR-luciferase reporter, LRH-1 transfected, 24 h; inhibition, % at 3.6 µM; hit rate 0.13% among 360,000;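 active means inhibition above the mean inhibition of all tested compounds plus 3 SD, cut at about 73% in these data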;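 further: 0% = DMSO wells and 100% = reporter-only cells lacking LRH-1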
Target sequence (O00482 whole entry, looked up): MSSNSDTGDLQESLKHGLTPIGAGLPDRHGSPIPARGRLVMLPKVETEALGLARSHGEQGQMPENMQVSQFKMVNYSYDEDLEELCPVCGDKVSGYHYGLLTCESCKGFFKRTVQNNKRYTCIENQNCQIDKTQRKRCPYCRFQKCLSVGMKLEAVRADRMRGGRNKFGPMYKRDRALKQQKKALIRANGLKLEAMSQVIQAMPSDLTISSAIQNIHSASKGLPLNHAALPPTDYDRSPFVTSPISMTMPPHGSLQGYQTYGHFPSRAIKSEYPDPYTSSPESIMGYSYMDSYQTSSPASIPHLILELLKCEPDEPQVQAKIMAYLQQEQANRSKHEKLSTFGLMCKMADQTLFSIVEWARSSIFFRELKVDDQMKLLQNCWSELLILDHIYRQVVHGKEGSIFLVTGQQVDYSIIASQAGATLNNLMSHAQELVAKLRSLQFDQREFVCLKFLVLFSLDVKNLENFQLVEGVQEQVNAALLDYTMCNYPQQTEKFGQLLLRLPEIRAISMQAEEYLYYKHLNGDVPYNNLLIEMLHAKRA
Numbers without * were called inactive; x = not tested or not shown.

Sequence of screens – LMP1 NFkB inh	NOD2 RIPK2 PPI	NCOA3 inh	TROY NFkB inh	TRAIL sens C8	SRC2 inh	COUP-TFII inh	TLR9-MyD88 block	SRC1 inh	TWEAK Fn14 block	NR5A2 inv ag
CC(=O)c1cccc(NC(=O)COC(=O)CCc2ccc(S(=O)(=O)N3CCOCC3)cc2)c1
    -7	1	11	12	1	-28	2	0	5	3	0
COc1ccc2c(c1OC)C(=O)N1C2SC[C@H]1C(=O)NC1CCCC1 (some centres undefined)
    0	2	-49	8	-9	12	-6	4	-10	-5	-12
COc1ccc(-c2cc3ccc(F)cc3cn2)cc1
    -36	-1	-132	-15	57*	-55	-45	-6	-113	50*	-119
COC(=O)[C@@]1(Sc2ccc(C)cc2)CC(=O)N(c2cccc(SC)c2)[C@@H]1c1ccccc1
    x	-13	x	0	25	-7	-1	x	x	70*	-38
CSCCC(NC(=O)COc1ccccc1)C(=O)N(C)CC(=O)Nc1ccc(C)cc1 (centres undefined)
    -1	-5	6	0	10	-13	-2	2	-4	5	5
COC(=O)c1c(C)[nH]c(C(=O)C(C)OC(=O)c2cnc(C)cn2)c1C (centres undefined)
    1	-5	6	8	3	-7	-21	-8	-4	-11	-4
O=C(c1cccc(Cl)c1)N1CCN(Cc2ccccc2F)CC1
    -5	-5	-15	4	-10	6	14	-6	-8	12	-11
C[C@H](NC(=O)c1ccc2ccccc2c1)C(=O)N1CCC2(CC1)NCCc1[nH]cnc12
    -5	-10	7	16	-7	8	3	4	-11	-17	-28
CC(=O)N1CCN(C(=O)COC(=O)CNC(=O)c2ccc(C)cc2)CC1
    0	-8	4	-4	1	-18	13	-1	-13	7	-6
CCS(=O)(=O)N1Cc2ccccc2CC1C(=O)Nc1nnc(SCc2c(Cl)cccc2Cl)s1 (centres undefined)
    4	-6	21	15	-1	11	-17	9	9	21	-16
COCC1CCN(Cc2cn(-c3ccccc3F)nc2-c2cc(C)sc2C)CC1
    -12	-8	-2	-3	5	-14	-18	-6	6	-2	-17
O=C(NCC1(c2ccccc2)CCCC1)c1cccc(Br)c1
    -9	-20	-1	-9	3	6	25	-1	-6	-12	2
COc1ccccc1NC(=O)c1cccc2c(Br)cccc12
    4	11	4	-21	8	6	13	5	6	4	17
COc1cc(C)ccc1S(=O)(=O)NC1CC(C)(C)NC(C)(C)C1
    1	-2	-16	16	1	-4	-5	1	16	-2	3
COc1ccc(Cc2c(-c3ccccc3)nc3c(C)cc(Br)cn23)c(C)c1
    x	-6	-5	1	7	-31	8	x	6	-4	22
COC(=O)C(Cc1ccc(O)cc1)NC(=O)Cn1cc(C)c(=O)[nH]c1=O (centres undefined)
    2	-6	-6	-11	24	-21	10	-6	-17	3	9
CC(C)NC(=O)N(C)C[C@H]1OCCCC[C@H](C)Oc2ccc(NC(=O)NC3CCCCC3)cc2C(=O)N([C@H](C)CO)C[C@@H]1C
    3	-6	-1	-15	2	4	19	1	9	-3	11
COc1ccc(N2CCN(C(=O)C3CCCO3)CC2)cc1 (centres undefined)
    -10	-8	8	15	-9	-19	-10	-3	-16	13	9
COC(=O)C1(C)NC(c2ccc(O)cc2)C2C(=O)N(c3ccc4c(c3)OCCO4)C(=O)C21 (centres undefined)
    0	-6	5	-11	12	-19	-5	-3	-2	-7	6
CCc1ccc(C2N(c3ccc(OC)cc3)C(=O)C3CCCN32)cc1 (centres undefined)
    -10	0	-11	-25	8	-6	-5	-9	1	0	24

Some entries already given, reduced to SRC1 inh, LMP1 NFkB inh and TWEAK Fn14 block.
| mol | SRC1 inh | LMP1 NFkB inh | TWEAK Fn14 block |
| --- | --- | --- | --- |
| COc1ccc(N2CCN(C(=O)C3CCCO3)CC2)cc1 (centres undefined) | -16 | -10 | 13 |
| COC(=O)C1(C)NC(c2ccc(O)cc2)C2C(=O)N(c3ccc4c(c3)OCCO4)C(=O)C21 (centres undefined) | -2 | 0 | -7 |

More compounds:
Sequence of screens – LMP1 NFkB inh	NOD2 RIPK2 PPI	NCOA3 inh	TROY NFkB inh	TRAIL sens C8	SRC2 inh	COUP-TFII inh	TLR9-MyD88 block	SRC1 inh	TWEAK Fn14 block	NR5A2 inv ag
CCCCN(C)CCCNC(=O)c1ccc2c(c1)NC(=O)C(N1CCOCC1)S2 (centres undefined)
    10	1	7	12	1	-15	11	0	9	0	-11
COc1ccc(CCNC(=O)CC2SC(=NCc3ccccc3)NC2=O)cc1 (centres undefined)
    -4	-5	11	12	-6	-2	5	-3	5	-11	-16
COc1ccc(/C=N/S(=O)(=O)c2ccccc2)cc1OC
    -3	-1	7	-2	-1	8	-16	8	1	10	-2
CCOc1ccccc1NC(=O)COc1ccc(S(=O)(=O)N2CCCC2)cc1
    0	8	-5	-2	-5	-13	-13	0	7	-6	-5
Fc1ccc(-c2ccnc3nc(N4CCOCC4)nn23)cc1
    6	-3	-2	-2	-4	7	-6	0	-15	-7	0
COC(=O)c1sccc1S(=O)(=O)Nc1ccc(S(N)(=O)=O)cc1
    5	-2	13	-6	10	5	-12	0	-6	-7	-1
COc1ccc(OCCCC(=O)OC(C)C(=O)Nc2ccccc2[N+](=O)[O-])cc1 (centres undefined)
    1	-14	4	-10	1	-6	2	-12	-6	-9	18
CN(C(=O)COC(=O)c1cc(=O)[nH]c2ccccc12)C1CCCCC1
    -14	0	-63	-20	17	-44	-23	-7	-60	-17	-26
O=c1[nH]c(C(Cl)Cl)nc2sc3c(c12)CCN(Cc1ccccc1)C3
    -1	-3	-6	-4	-10	-9	-3	-5	12	-30	7
O=C(CSc1nc(-c2ccco2)cc(C(F)(F)F)n1)N1CCN(Cc2ccccc2)CC1
    9	4	-21	15	-14	-27	17	-9	-6	34	-2
O=C(CC1CC2CCC1C2)OCC(=O)c1c[nH]c2ccccc12 (centres undefined)
    -1	-3	0	-35	14	11	7	-2	-11	-10	5
COc1ccccc1C(=O)Nc1c2c(nn1-c1ccc(Cl)cc1)CS(=O)(=O)C2
    12	-8	8	-1	2	-4	-23	-9	-9	-24	7
COc1ccc(CC(=O)N2CCNC2=O)cc1
    2	6	-1	5	3	-1	16	-3	4	-3	-17
CC(C)CC(=O)Nc1c(C(=O)N2CCN(Cc3ccccc3)CC2)oc2ccccc12
    2	-4	14	2	-1	12	17	4	4	-11	26
Cn1c(=O)n(C)c2cc(NC(=O)COc3ccc(Cl)cc3)ccc21
    1	-8	10	11	-3	10	-17	-6	6	-1	-2
COc1ccc(OCCC(=O)N2CCOCC2)cc1
    -5	-1	3	-13	-1	-7	5	-7	-23	-12	6
CN(Cc1cccnc1)C(=O)Cc1ccc(NS(=O)(=O)c2cccc(C(F)(F)F)c2)cc1
    1	5	-13	13	9	-14	-2	2	8	-10	5
O=C(CN1C2=NCCCN2c2ccccc21)c1ccc([N+](=O)[O-])cc1
    -8	-4	8	-26	-3	0	-13	8	-1	-4	22
C/C(=N\O)C(=O)OC1CC(C)CCC1C(C)C (centres undefined)
    10	14	15	18	-1	-24	6	9	2	6	0
O=c1cc(-c2ccccc2)cc(-c2ccccc2)n1CCCO
    4	-6	-3	9	2	-7	6	-1	6	-28	6
Cc1ccccc1NC(=O)c1c([N+](=O)[O-])c(C(C)(C)C)nn1C
    55*	-10	15	9	-3	-10	1	-8	-11	7	-21
Cc1cccc(CCN(CC(=O)NCc2ccc(F)cc2)C(=O)c2csnn2)c1
    -22	-2	-26	-4	2	3	1	6	-38	10	-45
O=C(CN1CCOCC1)NN=C1CCCCCCCCCCC1
    3	-14	7	11	-6	-12	-5	-8	-10	0	11
CCCCNC(=O)C1(C)CCN1C(=O)c1cccc(OC(C)=O)c1C (centres undefined)
    x	4	-39	-5	-2	11	9	x	-2	-6	-5
CN(CC(=O)NNC(=O)CNC(=O)c1cccs1)S(=O)(=O)c1ccc(Cl)cc1
    -3	-1	-8	8	-4	-2	-3	-11	-10	9	6
COc1cc(C2CC(=O)C=C(O)C2)cc(OC)c1OC (centres undefined)
    -5	-13	0	19	-7	5	2	-5	5	1	3
CCC(C(=O)NC1CCCC1)N(C(=O)c1snc(C(N)=O)c1N)c1ccc(C)cc1C (centres undefined)
    -8	3	10	9	2	-15	24	-5	-2	-7	2
Cc1cc(N(CN2CCCC2=O)C(=O)c2ccc(OC(C)C)cc2)no1
    -11	-2	2	-20	12	12	14	-1	6	17	6
O=C(OCCN(CCOC(=O)c1ccncc1)S(=O)(=O)c1cccs1)c1ccncc1
    -1	-1	-8	9	-3	14	-9	-9	1	12	-1
CCSc1ccc(-c2cc(NC=O)c3ncc(-c4cccc(C(=O)NCCN(C)C)c4)n3c2)cc1
    x	23*	-7	-12	79*	2	-16	x	-18	-181	8

Among those listed so far, 6 have a Cl atom.
Sequence of screens – LMP1 NFkB inh	NOD2 RIPK2 PPI	NCOA3 inh	TROY NFkB inh	TRAIL sens C8	SRC2 inh	COUP-TFII inh	TLR9-MyD88 block	SRC1 inh	TWEAK Fn14 block	NR5A2 inv ag
O=C(c1cccc(Cl)c1)N1CCN(Cc2ccccc2F)CC1
    -5	-5	-15	4	-10	6	14	-6	-8	12	-11
CCS(=O)(=O)N1Cc2ccccc2CC1C(=O)Nc1nnc(SCc2c(Cl)cccc2Cl)s1 (centres undefined)
    4	-6	21	15	-1	11	-17	9	9	21	-16
O=c1[nH]c(C(Cl)Cl)nc2sc3c(c12)CCN(Cc1ccccc1)C3
    -1	-3	-6	-4	-10	-9	-3	-5	12	-30	7
COc1ccccc1C(=O)Nc1c2c(nn1-c1ccc(Cl)cc1)CS(=O)(=O)C2
    12	-8	8	-1	2	-4	-23	-9	-9	-24	7
Cn1c(=O)n(C)c2cc(NC(=O)COc3ccc(Cl)cc3)ccc21
    1	-8	10	11	-3	10	-17	-6	6	-1	-2
CN(CC(=O)NNC(=O)CNC(=O)c1cccs1)S(=O)(=O)c1ccc(Cl)cc1
    -3	-1	-8	8	-4	-2	-3	-11	-10	9	6

These rows are one share of the data (hit frequency here may not be typical).
